Compound activity (PubChem BioAssay)
Mtb BioA inh: blocks M. tuberculosis BioA enzyme activity. purified M. tuberculosis BioA enzyme, plate reader. inhibition, % at 9.99 µM. 360,000 tested, 0.096% active; in the data active means inhibition above about 40%
GDH-TPI inh: counter-screen for M. tuberculosis FBA inhibitors: GDH-TPI coupled enzymes; inhibition, % at 4.8 µM; GDH-TPI coupled enzyme counterscreen, NADH absorbance; 360,000 tested, 1.2% active; in the data active means inhibition above about 30%;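 further: 0% = DMSO wells and 100% = wells lacking the enzyme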
BH1578 lux ind: induces V. cholerae light production without autoinducers; 350,000 tested, 0.16% active; activation, % at 18.7 µM; V. cholerae BH1578 lux reporter, luminescence, 6 h; in the data active means activation mostly above about 9.7%, no sharp cut-off; further: not every result past the cut was called active; inactives centre near 0; reference of the scale not given here
PfHsp40 yeast: rescue of PfHsp40-mediated yeast toxicity; S. cerevisiae expressing PfHsp40, growth rescue, ATP luminescence; growth rescue, % at 12.5 µM; 340,000 tested, 0.68% active; in the data active means growth rescue above about 28%, passing the limit was not always enough;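 further: yeast W303a lacking pdr1 and pdr3 grown in galactose medium; growth measured after three days at 30 °C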
Mtb FBA inh: Mtb fructose-bisphosphate aldolase inhibition | P9WQA3 | purified M. tuberculosis FBA, fluorescence read-out | inhibition, % at 1 µM | 360,000 tested, 2.3% active | AID 588726; in the data active means inhibition above about 27%;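 further: 0% = vehicle and 100% = reference inhibitor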
Y pestis TopoI: blocks Yersinia pestis topoisomerase I activity. Y. pestis Topo-I cleavage product accumulation, plate reader. activity, % at 10 µM. 360,000 tested, 0.064% active. AID 504884; in the data active means activity above about 50%, passing the limit was not always enough; further: inactives centre near 2
UGM FP inh: blocks M. tuberculosis UGM enzyme | purified UGM, fluorescence polarization probe displacement | P9WIQ1 | inhibition, % at 10 µM | 320,000 tested, 0.06% active | AID 504406; in the data active means inhibition above about 10%, passing the limit was not always enough
TcdB GH inh: blocks C. difficile toxin B glycohydrolase activity; P18177; TcdB glycohydrolase enzymatic assay, plate reader; inhibition, % at 9.99 µM; 350,000 tested, 0.24% active; AID 652162; in the data active means inhibition above about 10%
FadD28 binding: inhibitors of Mycobacterium tuberculosis FadD28 bisubstrate binding | inhibition, % at 12.5 µM | AID 588549 | FadD28 bisubstrate probe binding, fluorescence polarization | 360,000 tested, 0.22% active; in the data active means inhibition above about 8.5%, passing the limit was not always enough
Active calls of the source: *; i = inactive; . = not tested or not shown; + = active, no number.

structure	Mtb BioA inh	GDH-TPI inh	BH1578 lux ind	PfHsp40 yeast	Mtb FBA inh	Y pestis TopoI	UGM FP inh	TcdB GH inh	FadD28 binding
CC(CN1CCOCC1)OC(=O)c1ccccc1 (configuration not stated)	.	6	-0.6	-0.6	5	0	2.5	-1.7	-2.2
Cc1ccccc1C(=O)N1CCC(C(=O)Nc2ccc(C)c(S(=O)(=O)N3CCCCC3)c2)CC1	-0.5	1	-0.3	0.0	-1	20	-1.3	1.8	-3.6
O=C(NCC1OCCc2ccccc21)C1COc2ccccc2O1 (configuration not stated)	2.0	0	-0.3	0.1	-2	-10	-4.1	.	-4.0
Cc1sc2ncnc(N3CCC(C(=O)Nc4cc(C(F)(F)F)ccc4OCC(F)(F)F)CC3)c2c1C	-1.4	-6	6.2	0.2	-5	6	.	0.1	-3.6
COc1ccccc1NC(=O)c1ccc(Cl)c(S(=O)(=O)N2CCOCC2)c1	1.7	-3	i	-1.5	-1	10	2.2	.	-0.1
Nc1nc2ccc([N+](=O)[O-])c(N)c2s1	-1.7	16	-1.9	-1.3	-3	18	-1.7	.	-1.8
O=C(CCS(=O)(=O)c1cccc2nsnc12)N1CCN(Cc2ccc3c(c2)OCO3)CC1	2.2	-3	-3.8	-0.7	1	2	-1.3	.	-4.0
CC(=O)Nc1ccc(SCC(=O)N(C)CC(=O)Nc2ccccc2Cl)cc1	-0.9	7	i	0.4	-1	-3	-4.2	1.3	-1.0
CCC(C(=O)Nc1cc(C)nn1-c1nc(C)cc(C)n1)c1ccccc1 (configuration not stated)	12	-2	-7.9	5.7	1	16	1.1	.	-2.8
CCOC(=O)[C@@H]1[C@H]2COc3ccc(Br)cc3[C@@H]2N2C(=O)N(c3cccc(C)c3)C(=O)[C@]12C	-0.5	8	i	-0.2	-1	16	-1.3	0.7	-14

Next section, overlapping the part above by two compounds.
structure	Mtb BioA inh	GDH-TPI inh	BH1578 lux ind	PfHsp40 yeast	Mtb FBA inh	Y pestis TopoI	UGM FP inh	TcdB GH inh	FadD28 binding
CCC(C(=O)Nc1cc(C)nn1-c1nc(C)cc(C)n1)c1ccccc1 (configuration not stated)	12	-2	-7.9	5.7	1	16	1.1	.	-2.8
CCOC(=O)[C@@H]1[C@H]2COc3ccc(Br)cc3[C@@H]2N2C(=O)N(c3cccc(C)c3)C(=O)[C@]12C	-0.5	8	i	-0.2	-1	16	-1.3	0.7	-14
CCN(CC(=O)N1CCCCCC1)S(=O)(=O)c1ccc(C)cc1	-1.5	2	7.1	-1.3	1	4	-3.6	0.5	-0.7
O=C(NCC1CCCO1)C(=O)N/N=C/c1cc(Cl)ccc1O (configuration not stated)	-1.2	16	-0.4	-0.3	1	4	4.0	-1.0	-1.9
COc1ccc(CNC(=O)CN(c2ccc(C)cc2)S(=O)(=O)c2c(C)nn(C)c2C)cc1	0.8	-2	-0.4	0.1	1	27	-1.4	1.1	-0.9
COC(=O)CNS(=O)(=O)c1ccc(C)cc1	-1.9	3	i	0.1	1	8	0.5	.	-3.7
COc1ccc(OC)c(NC(=O)CCCNC(=O)c2ccc(Cl)cc2)c1	0.4	1	-0.6	0.8	1	5	-0.1	0.1	-2.0
S=C(N/N=C/c1ccc2c(c1)OCO2)NC1CC2CCC1C2 (configuration not stated)	-1.8	16	-0.4	-0.5	0	-3	-1.1	0.1	-1.9
CC1CCCN(C2(O)C(=O)Nc3c(C(F)(F)F)cccc32)C1 (configuration not stated)	.	0	i	-0.6	6	-7	-1.5	3.1	-1.3
CC(NC(=O)c1cc(-c2ccncc2)nc2ccc(Cl)cc12)C1CCCO1 (configuration not stated)	-1.6	10	.	-2.0	2	11	-2.3	1.3	0.0
O=C(COc1ccccc1Br)N1CCN(c2ccccc2)CC1	-2.5	3	-0.4	1.5	0	-2	0.0	.	-1.8
Cn1c(Cn2nnc3ccccc32)nnc1SCC(=O)Nc1ccc2c(c1)OCO2	1.8	9	i	0.1	1	1	2.0	0.4	-2.8

5 successive records already listed, quoted:
structure	Mtb BioA inh	GDH-TPI inh	BH1578 lux ind	PfHsp40 yeast	Mtb FBA inh	Y pestis TopoI	UGM FP inh	TcdB GH inh	FadD28 binding
S=C(N/N=C/c1ccc2c(c1)OCO2)NC1CC2CCC1C2 (configuration not stated)	-1.8	16	-0.4	-0.5	0	-3	-1.1	0.1	-1.9
CC1CCCN(C2(O)C(=O)Nc3c(C(F)(F)F)cccc32)C1 (configuration not stated)	.	0	i	-0.6	6	-7	-1.5	3.1	-1.3
CC(NC(=O)c1cc(-c2ccncc2)nc2ccc(Cl)cc12)C1CCCO1 (configuration not stated)	-1.6	10	.	-2.0	2	11	-2.3	1.3	0.0
O=C(COc1ccccc1Br)N1CCN(c2ccccc2)CC1	-2.5	3	-0.4	1.5	0	-2	0.0	.	-1.8
Cn1c(Cn2nnc3ccccc32)nnc1SCC(=O)Nc1ccc2c(c1)OCO2	1.8	9	i	0.1	1	1	2.0	0.4	-2.8

Next part:
structure	Mtb BioA inh	GDH-TPI inh	BH1578 lux ind	PfHsp40 yeast	Mtb FBA inh	Y pestis TopoI	UGM FP inh	TcdB GH inh	FadD28 binding
O=C(NCCc1c[nH]c2ccccc12)C(F)(F)F	0.6	2	i	-1.1	1	-7	0.8	.	-2.4
CCS(=O)(=O)NCC(c1ccco1)N1CCN(c2ccc(F)cc2)CC1 (configuration not stated)	-2.3	6	-0.2	-1.1	2	-7	0.3	.	-1.5
CCOc1ccc(C(=O)NCC(=O)OCC(=O)N(C)CC(=O)Nc2ccccc2CC)cc1OCC	1.9	-1	-1.4	-1.6	6	0	.	-2.8	-0.8
Cn1ccc2c(-c3ccc(CO)cc3)cc3c(c21)C1CCC3O1 (configuration not stated)	1.6	.	.	.	+	.	.	3.3	1.8
CC(C)N1CCC(NC(=O)Nc2ccccc2)CC1	.	7	i	-1.0	0	1	-1.4	1.7	0.7
Nc1ccc(-n2nncc2-c2ccco2)cc1	-2.0	1	-0.1	-1.0	1	-1	0.7	.	-0.6
O=C(O)CCCc1ccc2ccc3cccc4ccc1c2c34	1.8	35*	-8.3	-1.5	56*	3	-3.1	-1.6	-1.1
O=C(c1ccncc1)N1CCN(S(=O)(=O)c2ccc(F)cc2)CC1	0.1	-1	i	0.0	5	6	1.6	-2.6	1.5
Cc1ccc(OCCCC(=O)Nc2ccc(N3CCOCC3)cc2)cc1	-0.3	-5	0.6	-0.8	4	-5	1.5	.	-1.2
O=[N+]([O-])c1cc(Cl)ccc1Oc1ccc(-c2nnco2)cc1	.	4	-0.3	-0.4	-4	16	3.8	1.7	1.1
O=C1CCc2cc(S(=O)(=O)Nc3cccc(F)c3)cc3c2N1CC3	.	-4	i	0.7	1	-3	0.6	3.4	0.4
COc1cccc(NS(=O)(=O)c2ccc(NC(C)=O)cc2)c1	2.0	3	i	1.8	-1	1	2.7	1.0	-0.6
Oc1c(Cl)cc(Cl)cc1CNc1ccccn1	-0.6	7	0.7	-0.7	-1	-4	.	0.8	-0.7
Cc1ccc2cc3c(NC(=O)c4ccco4)nn(C)c3nc2c1	.	5	.	0.4	8	4	-1.3	.	-0.7
O=C(NCc1ccccc1Cl)c1cc(C(=O)C2CC2)c[nH]1	-0.4	1	i	0.2	4	4	-4.2	2.1	-0.9
Cc1occc1C(=O)Nc1cccc(S(=O)(=O)N2CCOCC2)c1	-2.5	-1	i	-0.1	1	-3	0.2	0.8	-1.1
COc1ccccc1NC(=O)C(=O)NCCC1CCCCN1S(=O)(=O)c1ccc(F)cc1 (configuration not stated)	-0.5	-1	-1.1	-1.2	-3	17	.	2.1	-3.7
COCCCNC(=O)/C(C#N)=C/c1c(N2CCN(c3cccc(Cl)c3)CC2)nc2c(C)cccn2c1=O	-1.6	5	-0.5	0.4	54*	38	1.3	0.3	-3.4
CC(C)(C)c1ccc(C(=O)OCCNC(=O)c2c(Cl)nc3ccccn23)cc1	0.9	6	i	0.0	2	8	-2.5	.	-1.0
CSc1ncccc1C(=O)OCC(=O)c1cccc(Br)c1	.	7	0.4	2.7	-1	20	4.9	-0.7	-3.4
NS(=O)(=O)c1cccc(NC(=O)COC(=O)Cc2ccc(S(=O)(=O)N3CCOCC3)s2)c1	-0.6	-5	i	-1.7	2	-3	.	-1.2	-1.0
CCc1ccc(NC(=O)c2cc(C)on2)cc1	2.1	19	-1.4	0.2	2	3	0.9	11*	0.9
COC(=O)Cn1c(=NC(=O)c2sc3ccccc3c2Cl)sc2cc(S(N)(=O)=O)ccc21	.	24	-0.3	-0.1	18	10	-1.0	0.4	-4.5
O=C(NCc1ccccc1CN1CCCC1)C1CCN(S(=O)(=O)c2ccc(F)c(F)c2)CC1	1.4	1	i	-0.8	2	1	-1.0	-2.0	1.0
Cc1ccccc1-c1csc(C(C)(O)c2cccnc2)n1 (configuration not stated)	0.3	-7	0.0	.	-2	-9	.	1.4	-2.7
O=C1Nc2cc3c(cc2Sc2ccccc21)OCCO3	-0.5	8	.	-1.1	4	0	-0.3	.	0.7
COc1ccc(N2CC(C)(C)[C@H](CC(=O)Nc3ccc(Br)cc3)C2=O)cc1	.	4	-0.3	.	1	3	.	1.2	-2.9
CN1CCC(N(C)C(=O)NC2CCCCC2)CC1	.	2	i	-1.1	2	13	-0.4	-0.2	-0.3
CC(=O)Nc1ccc(NC(=O)CN2CCCC(C)C2)c(Cl)c1 (configuration not stated)	3.6	2	i	1.9	2	-1	-3.0	.	-2.0
COCCCNc1nc(=S)[nH]c2cc(OC)c(OC)cc12	0.4	2	-9.8	-0.4	5	0	-0.6	.	-1.9
CCOC(=O)C(Cc1c[nH]c2ccccc12)NC(=O)c1ccco1 (configuration not stated)	-0.9	2	i	-1.4	3	-5	1.2	.	0.4
Nc1cccc(Oc2c(F)c(F)c(Oc3cccc(N)c3)c(F)c2F)c1	-0.8	-9	-0.4	-0.3	-4	-16	-2.5	-1.1	-2.4
Cc1cccc(-c2nnc(NC(=O)c3ccc(N4C(=O)CCC4=O)cc3)s2)c1	-0.6	30	-0.1	-1.5	0	0	1.4	0.2	-4.2
COc1ccccc1C(=O)NCc1ccccc1	-0.3	-2	i	-0.7	2	7	-2.0	.	-1.9
CCOC(=O)C1(C)CCN1C(=O)c1ccc(OC)c(C(F)(F)F)c1 (configuration not stated)	-1.1	1	3.0	.	3	3	.	0.4	-1.0
CC1S/C(=N/N=C/c2cccc([N+](=O)[O-])c2)NC1=O (configuration not stated)	.	0	i	0.3	2	2	-3.6	2.1	-0.5

The order is random; about 4.6% have a hit in one of these screens.
